Screening data (PubChem)
M17LAP inhibition: P. falciparum M17LAP inhibitors, primary screen, biochemical, fluorogenic H-Leu-NHMec substrate, 1536-well (AID 1619); recombinant M17LAP, H-Leu-NHMec fluorogenic kinetic assay; higher % means a stronger effect; inhibition, % at 30 µM, or IC50 in µM where a hit was titrated; hit rate 0.38% among 220,000;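 active = compound inhibiting the enzyme by more than half at any dose during confirmatory dose-response retesting; inconclusive = strong single-dose inhibitors picked by rank but not retested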;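 also: plate controls were full reaction with DMSO carrier for no effect and no enzyme background for full effect; strong numbers were not always called active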
Myeloid diff MLP: myeloid differentiation induction. ER-HoxA9 myeloid progenitors, lysozyme-GFP differentiation, flow cytometry. calls only at 10 µM. hit rate 1% among 360,000. AID 624256;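 active = normalized GFP-positive differentiation at or above the plate's own cutoff, the solvent-only control mean plus 3 SD; inconclusive = no clear call, values can overlap the other calls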;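 also: cells exposed to compound for four days before flow analysis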
LYP inhibition: inhibitors of LYP phosphatase, biochemical, fluorescence intensity, uHTS (AID 1779); recombinant LYP phosphatase, fluorescence intensity; higher % means a stronger effect; inhibition, % at 11.5 µM, or IC50 in µM where a hit was titrated; hit rate 0.054% among 290,000;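 also: plate controls were vehicle with enzyme for no effect and no enzyme for full effect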
PMI inhibition: MPI inhibition at elevated mannose 6-phosphate – biochemical, fluorescence intensity, high mannose 6-phosphate, primary screen (AID 1220) | one-dose inhibition, % at 20 µM; IC50 in µM for titrated hits | hit rate 0.66% among 190,000 | recombinant PMI enzyme, coupled fluorescence intensity; higher % means a stronger effect
TNAP activation fold: human TNAP enzyme activators, primary screen, biochemical, luminescent, no phosphate acceptor, uHTS (AID 1001); activation fold at 20 µM, or EC50 in µM where a hit was titrated; purified TNAP, luminescent activation assay, no phosphate acceptor; higher activation fold means a stronger effect; hit rate 0.03% among 200,000; in the data active = activation fold from about 3, or a potency from the dose series; inactive = the rest, 99 in 100 with activation fold below about 1.6; also: many of its hits are not listed in these tables
P. falciparum M1AAP: malaria alanyl aminopeptidase activity blockers – biochemical, fluorogenic H-Leu-NHMec substrate, 1536-well (AID 1445); recombinant M1AAP, H-Leu-NHMec fluorogenic kinetic assay; higher % means a stronger effect; inhibition, % at 30 µM; hits with a dose series show IC50 in µM; hit rate 0.42% among 220,000;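 active = primary inhibition above the hit cutoff, then over 50% inhibition at one or more dose response concentrations, cut at about 23% in these data, passing the limit was not always enough; inconclusive = conflicting primary data, or primary hits not chosen for dose response; inactive = low primary inhibition, or under 50% at every dose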;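 also: plate controls were DMSO full reaction for no effect and no enzyme background for full effect; strong numbers were not always called active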
XIAP antagonists: XIAP antagonists, biochemical, IAP family, fluorescence polarization (AID 1018). XIAP BIR domain, fluorescence polarization peptide displacement; higher % means a stronger effect. displacement, % at 20 µM; hits with a dose series show IC50 in µM. hit rate 0.007% among 200,000; in the data active = displacement above about 50%; also: a part of the inactive calls stands beside numbers as strong as those of hits
human PMI inhibition: inhibitors of human PMI, primary screen, biochemical, fluorescence intensity, coupled assay (AID 1209) | hit rate 0.42% among 190,000 | purified PMI enzyme, coupled fluorescence intensity; higher % means a stronger effect | one-dose inhibition, % at 20 µM; IC50 in µM for titrated hits;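 also: plate controls were DMSO vehicle for no effect and wells lacking substrate for full effect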
ER stress rescue: rescue of cells from ER stress-induced death, primary screen, 384-well, CSM14.1, thapsigargin, ATP luminescence (AID 1222) | CSM14.1 thapsigargin-induced death rescue, ATP luminescence; higher % means a stronger effect | one-dose cellular ATP content (survival), % at 20 µM; EC50 in µM for titrated hits | 190,000 tested, under 10 active;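 active = EC50 below 50 µM in the dose-response confirmation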;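 also: death triggered by thapsigargin at about 15 µM added after 2 h compound pretreatment; cell ATP read after overnight thapsigargin exposure of roughly 18 to 22 hours; normalized against plate controls of thapsigargin alone and 5% DMSO vehicle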
Myeloid diff MLP GFP+ MAC1+ %: also measured in Myeloid diff MLP; calls as there; GFP+ MAC1+ double positive, %; measured here: differentiation confirmed by MAC1 staining
* marks the source's active call; other numbers are inactive results; i = inactive; ? = inconclusive; · = not tested or not shown; + = active, no number. Rule as the data show it, unless noted: active = inhibition above about 50%; inactive = the rest.

SMILES	M17LAP inhibition	Myeloid diff MLP	Myeloid diff MLP GFP+ MAC1+ %	LYP inhibition	PMI inhibition	TNAP activation fold	P. falciparum M1AAP	XIAP antagonists	human PMI inhibition	ER stress rescue
Cc1ccc(NC(=O)CSc2ccccn2)cc1S(=O)(=O)N1CCOCC1	2%	i	0.3	-9%	7%	1.1	9%	-5.0%	3%	1.8%
C=CCN1N=C(/C=C/c2ccc(C)cc2)CCC1=O	46%	i	0.1	2%	10%	1	15%	-0.5%	3%	-1.2%
CC1Cc2ccccc2N1C(=O)CSc1nnc(NC(=O)Cc2cccs2)s1 (stereo not drawn)	-11%	·	·	-8%	2%	1.1	-2%	-1.8%	5%	-0.9%
CCCn1c(SCC(=O)c2ccc3c(c2)NC(=O)CO3)nc2ccccc21	-8%	i	0.7	0%	-14%	1.1	-5%	-8.6%	-17%	-3.6%
O=C(N/N=C/c1cccnc1)c1cccs1	11%	i	0.6	-4%	·	·	6%	·	·	·
C(=N\Nc1nc(-c2ccccc2)cs1)/c1ccco1	2%	i	0.7	8%	1%	1.1	5%	-5.7%	13%	-3.0%
C/C=C(/C)C(=O)Nc1cccc(C2=NOC3(C2)C[C@H](C(N)=O)N(C(=O)c2ccc(Cl)cc2)C3)c1 (stereo partly drawn)	-1%	i	0.7	-10%	·	·	8%	·	·	·
O=C(OCc1c(Cl)cccc1Cl)c1cccnc1	-7%	i	1.7	-6%	-1%	1.1	?	1.8%	0%	-1.9%
Cc1cc(C(=O)CSc2ccc(F)cc2)cc(C)c1OC(=S)N(C)C	-4%	i	2.0	-1%	6%	1.1	-1%	-1.7%	14%	-1.3%
S=C(c1cn(CCOc2cccc3ccccc23)c2ccccc12)N1CCCC1	-7%	i	0.5	7%	-4%	1.1	-1%	-3.4%	-2%	-3.9%
CCCN(CCC)CCNC(=O)c1cc2c(C)nc3ccccc3c2o1	1%	i	0.8	-7%	-4%	1.2	7%	-5.1%	4%	-0.2%
COc1ccc(C(=O)N/N=C(\C)Cn2cnc([N+](=O)[O-])n2)cc1	16%	i	0.4	-1%	6%	1.1	2%	-0.2%	2%	-1.2%
CCC(=O)Nc1nonc1-c1nc2ccccc2n1N(C(=O)CC)C(=O)CC	7%	i	0.3	-4%	1%	1.1	4%	-7.5%	7%	-1.1%
COc1cc(NC(=O)c2cccnc2Sc2ccc(Cl)cc2)cc(OC)c1OC	8%	i	1.1	-3%	1%	1	4%	-0.4%	2%	-1.4%
O=C1CSC(c2ccccc2[N+](=O)[O-])N1CCc1ccccc1 (stereo not drawn)	-1%	i	0.1	-2%	2%	1	14%	-5.5%	2%	-0.5%
CC(C)C(=O)NC(c1cccs1)c1cc([N+](=O)[O-])c2cccnc2c1O (stereo not drawn)	-8%	i	0.8	4%	46%	0.9	-1%	-6.1%	18%	-0.5%
COC(=O)c1ccc(C(=O)OC)c(NC(=S)N2CCN(c3cccc(Cl)c3)CC2)c1	-19%	i	1.3	-2%	6%	1.2	1%	-3.8%	15%	5.4%
Cc1ccccc1NC(=O)N(CCc1nc2ccccc2[nH]1)Cc1ccccc1	1%	i	0.8	-2%	-3%	1.2	0%	-6.3%	-8%	0.2%
CCN1CCN(C(=O)CCc2nnc(CCCCc3ccccc3)o2)[C@@H](C)C1=O	18%	i	0.6	-10%	6%	1.1	5%	-0.9%	6%	0.0%
CC(=O)N(CN1C(=O)c2ccccc2C1=O)c1ccccc1	-7%	i	0.4	-7%	4%	1.1	3%	-3.9%	0%	0.3%
O=C(/C=C/c1ccc(Br)o1)NC(c1ccccc1)c1ccccc1	0%	i	0.3	2%	2%	1	-5%	-8.6%	8%	9.7%
CC1CN(C(=S)SCC(=O)c2ccc(Cl)cc2)CC(C)O1 (stereo not drawn)	0%	i	0.3	-2%	6%	1	0%	-16%	18%	1.7%
Cc1ccc(N(CC(=O)N2CCOCC2)S(C)(=O)=O)cc1	-17%	i	0.4	-9%	-1%	1.1	-1%	19%	-1%	0.3%
O=C(CN1C(=O)CNC1=O)Nc1ccc(Cl)cc1	11%	i	0.6	-6%	·	·	1%	·	·	·
Fc1ccc(C2=NOC(c3nnc(-c4ccccc4)o3)C2)cc1 (stereo not drawn)	-6%	i	1.3	0%	·	·	-1%	·	·	·
CCCCOC(=O)Nc1ccc(S(=O)(=O)Nc2ncccn2)cc1	0%	i	0.5	-2%	-3%	1.1	2%	-5.5%	-6%	-0.1%
COc1ccc(/C=N/n2c(C)nc3sc(C)c(C)c3c2=O)cc1	-8%	i	0.4	-5%	·	·	-2%	·	·	·
Cc1c(C(=O)Nc2nc3ccccc3[nH]2)oc2ccc(Br)cc12	-6%	i	0.3	5%	-12%	1.4	-9%	-3.6%	-3%	1.7%
O=C1C(=C(c2ccccc2)c2ccccc2)Nc2ccccc21	-6%	·	·	-8%	2%	0.9	0%	23%	8%	-3.2%
CCCCNCC1CCCO1 (stereo not drawn)	0%	i	0.3	-2%	·	·	5%	·	·	·
CC(=O)Nc1ccccc1NC(=O)CC(C)(C)C	8%	i	1.1	-1%	7%	1.1	4%	-8.6%	10%	-1.9%
NC(=O)C1(NC(=O)[C@@H]2CC3(CC(c4cccc(NC(=O)[C@@H]5CCC(=O)N5)c4)=NO3)CN2C(=O)c2ccccc2)CC1 (stereo partly drawn)	2%	i	2.1	-4%	-11%	1.1	5%	-3.2%	-12%	-2.0%
O=C(NC1CCCc2ccccc21)C12CC3CC(CC(O)(C3)C1)C2 (stereo not drawn)	0%	i	1.6	-2%	6%	1.1	2%	-7.2%	-2%	-1.6%
COc1ccc(N2C(=O)CC(N(CCc3ccc(S(N)(=O)=O)cc3)C(=S)Nc3ccccc3)C2=O)cc1 (stereo not drawn)	-6%	i	0.3	-2%	·	·	0%	·	·	·
Cc1noc2ncnc(N3CCCCC3)c12	-1%	i	0.5	-6%	9%	1	2%	-8.9%	7%	1.3%
CCOc1cc(/C=C(/C#N)c2ccc(Cl)cc2)cc(Cl)c1OCC(=O)O	16%	i	0.2	3%	5%	1.1	10%	-4.0%	12%	0.1%
O=C(O)c1ccccc1-c1ccccc1C(=O)Nc1nccs1	-1%	·	·	-2%	-21%	1.1	-2%	-2.3%	-21%	-0.3%
O=S(=O)(c1ccc(NC(=S)NCc2ccco2)cc1)N1CCCC1	17%	i	0.6	-4%	0%	1.1	1%	-3.6%	9%	5.8%
Cc1cc(NC(=O)C2(c3ccccc3)CCCC2)no1	-4%	i	0.8	-2%	12%	1.1	1%	-3.3%	15%	-0.8%
CN(CCc1ccccn1)Cc1ccc(Cl)cc1Cl	1%	+	9.2*	-4%	-9%	1	-4%	-2.9%	-4%	-2.0%
CC(C)CCN(CCC(C)C)C/C(O)=C(\C#N)c1nc(-c2ccccc2)cs1	1%	i	6.2	1%	-13%	1	6%	-2.9%	-5%	-1.3%
Cc1nn(CCO)c(N)c1C1(O)C(=O)Nc2c(Cl)cc(Cl)cc21 (stereo not drawn)	3%	i	0.6	-3%	15%	1.1	4%	-4.9%	-6%	-0.6%
COC(=O)CCC(=O)NN1C(=O)c2ccccc2C1=O	2%	i	0.2	-8%	-3%	1	0%	-6.2%	-4%	0.8%
N=c1oc2ccccc2cc1-c1nc2ccccc2c(=O)[nH]1	18%	i	1.5	-12%	-2%	1.2	8%	-2.8%	2%	1.2%
CC(C)(C)OC(=O)N[C@@H](Cc1ccccc1)C(=O)NCC1CCC(C(=O)O)CC1 (stereo partly drawn)	10%	i	0.2	-8%	·	·	4%	·	·	·
O=C(NCCC1=CCCCC1)C(=O)NCc1ccccc1Cl	6%	i	3.2	-7%	1%	1.1	8%	-6.1%	-1%	-0.4%
